# Assay outcomes from PubChem BioAssay.
# Mdm2-MdmX inh: inhibitors of human Mdm2-MdmX association, primary screen, cell-based, luminescence, split luciferase, SaOS-2, uHTS | Protein Mdm4 (Homo sapiens) + E3 ubiquitin-protein ligase Mdm2 (Homo sapiens), … | inhibition, % at 8 µM | SaOS-2 split-luciferase Mdm2/MdmX complementation | 3% of 330,000 active;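 active = inhibition of at least 50% at 8 µM in the primary screen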
# Target sequence (O15151 whole entry, looked up): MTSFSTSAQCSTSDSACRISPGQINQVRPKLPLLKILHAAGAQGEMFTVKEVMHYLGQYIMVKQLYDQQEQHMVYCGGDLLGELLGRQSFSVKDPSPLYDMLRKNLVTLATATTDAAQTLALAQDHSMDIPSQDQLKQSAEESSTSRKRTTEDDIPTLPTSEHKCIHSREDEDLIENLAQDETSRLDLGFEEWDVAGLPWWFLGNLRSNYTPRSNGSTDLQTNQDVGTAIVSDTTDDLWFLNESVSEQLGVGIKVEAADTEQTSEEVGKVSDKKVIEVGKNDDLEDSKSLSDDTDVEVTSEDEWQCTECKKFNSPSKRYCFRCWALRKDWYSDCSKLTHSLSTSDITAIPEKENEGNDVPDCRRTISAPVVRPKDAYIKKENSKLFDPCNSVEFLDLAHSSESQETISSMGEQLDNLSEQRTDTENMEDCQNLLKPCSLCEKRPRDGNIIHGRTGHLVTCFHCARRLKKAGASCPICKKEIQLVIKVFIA
# Target sequence (Q00987 whole entry, looked up): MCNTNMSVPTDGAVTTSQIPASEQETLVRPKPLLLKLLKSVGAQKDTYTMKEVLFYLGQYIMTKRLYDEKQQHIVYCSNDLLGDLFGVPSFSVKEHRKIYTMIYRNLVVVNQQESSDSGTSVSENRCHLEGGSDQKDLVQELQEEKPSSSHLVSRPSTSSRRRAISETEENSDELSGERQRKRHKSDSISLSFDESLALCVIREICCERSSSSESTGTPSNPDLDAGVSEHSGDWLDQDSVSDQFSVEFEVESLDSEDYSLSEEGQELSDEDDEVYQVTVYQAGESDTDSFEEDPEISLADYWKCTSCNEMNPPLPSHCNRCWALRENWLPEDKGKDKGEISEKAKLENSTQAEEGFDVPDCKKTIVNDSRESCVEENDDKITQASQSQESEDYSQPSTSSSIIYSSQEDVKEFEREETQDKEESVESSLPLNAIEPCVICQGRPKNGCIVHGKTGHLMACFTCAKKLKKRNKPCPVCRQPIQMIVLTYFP
# Jurkat NFkB inh: inhibitors of induced NF-kB luciferase reporter, primary screen, TCR NF-kB activation inhibitor project, cell-based, luminescence, uHTS. Jurkat, PMA/ionomycin-induced NF-kB luciferase reporter. inhibition, % at 4 µM. 0.53% of 330,000 active. AID 435003, 2010; in the data active = inhibition above about 50%
# tim23-1 inh: growth inhibitors of tim23-1 mutant yeast, primary screen, luminescence, uHTS. S. cerevisiae tim23-1 growth, BacTiter-Glo luminescence, 24 h. 1.3% of 330,000 active. AID 463212, 2010. inhibition, % at 20 µM;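 active = growth inhibition of the mutant yeast at or above 50%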;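 also: temperature-sensitive mutant grown at 25 °C; plate controls were DMSO-treated mutant yeast for no effect and medium wells lacking yeast for full effect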
# CHOP UPR activ: activators of apoptotic CHOP UPR arm, primary screen, cell-based, CHO-CHOP luciferase reporter, luminescence, uHTS. activation, % at 10 µM. AID 449763, 2010. UPR activation; percent of tunicamycin response over DMSO baseline. 0.34% of 330,000 active;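 active = at 10 µM dose, activation of 40% or more, normalized to positive control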;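 also: 100% = tunicamycin at 10 µg/mL and 0% = DMSO alone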
#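 System: CHO CHOP reporter cells. Amount: 500 cells per well. Buffer or medium: F12 medium, 10% FBS. Compound dosing: one dose, 10 µM in 0.5% DMSO. Incubation: 6 h compound exposure at 37 °C after overnight seeding. Technique: Steady-Glo luciferase luminescence. Benchmarks: tunicamycin and DMSO controls.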
# 697 NFkB inh: inhibitors of PMA/ionomycin-induced NF-kB reporter, 697 cells, primary screen, B-cell NF-kB inhibitor project, cell-based, luminescence, uHTS | inhibition, % at 4 µM | 697 B-cell NF-kB luciferase reporter, 16 h | AID 435022, 2010 | 0.33% of 330,000 active; in the data active = inhibition above about 35%
# XBP1 UPR activ: activators of adaptive XBP1 UPR arm, primary screen, cell-based, CHO-XBP1 luciferase reporter, luminescence, uHTS | IRE1-XBP1 UPR activation; percent of tunicamycin response, DMSO as zero | activation, % at 20 µM | 0.33% of 330,000 active;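 active = versus positive control, 20 µM dose yields 30% or more activation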;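 also: 100% = tunicamycin at 10 µg/mL and 0% = DMSO only wells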
#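 Material – CHO cell line with stable XBP1 luciferase reporter · Buffer or medium – F12 plus 10% FBS · Compound – single point, 20 µM final compound, 1% DMSO · Schedule – 16-18 h cell attachment at 37 °C, then 6 h compound exposure · Signal – Steady-Glo luminescence read · Benchmarks – high control tunicamycin 10 µg/mL final, low control DMSO vehicle only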
# TIM10 inh: growth inhibitors of isogenic TIM10 control yeast, primary screen, counter-screen for tim10-1 yeast inhibitor project, luminescence, uHTS | 1.4% of 330,000 active | S. cerevisiae TIM10 strain growth, BacTiter-Glo luminescence, 24 h | inhibition, % at 10 µM;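 active = inhibition of 40% or more at the single tested concentration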;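 also: wild-type TIM10 isogenic control strain grown at permissive 25 °C; 0% = DMSO yeast wells and 100% = minimal medium wells without yeast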
# tim10-1 inh: growth inhibitors of tim10-1 mutant yeast, primary screen, luminescence, uHTS; S. cerevisiae tim10-1 ts strain growth, BacTiter-Glo, 24 h; inhibition, % at 20 µM; 2.2% of 330,000 active;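 active = inhibition of at least 40%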;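 also: mutant grown at 25 °C; 0% = DMSO wells with yeast and 100% = wells holding no yeast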
# An asterisk follows results filed as active; . = no result given.
# Each structure is followed by: tim23-1 inh, Mdm2-MdmX inh, CHOP UPR activ, XBP1 UPR activ, 697 NFkB inh, TIM10 inh, tim10-1 inh, Jurkat NFkB inh
> COc1ccc(CCN(C(=S)Nc2ccccc2)C2CC(=O)N(c3ccccc3)C2=O)cc1 (stereo not drawn)
    6, 26, -0.5, -2, -4, -6, 7, 3
> S=C(NCC1CCCO1)NC1CCCC1 (stereo not drawn)
    -15, 5, -0.9, 0, 5, 1, 15, -8
> COCCn1c(SCC(=O)Nc2cc(C(C)(C)C)nn2-c2ccccc2)nc2ccccc2c1=O
    -2, 5, 1.5, 0, 2, 7, 8, -3
> CCN(CC)CC1(O)CCN(C(=O)c2ccc(Cl)c(Cl)c2)CC1
    -8, 18, -0.3, 5, -1, -9, -21, -11
> CCC(C)Cn1c(C)nc2ccccc21 (stereo not drawn)
    -4, 3, -2.6, 0, -24, -5, 8, -5
> CCOc1ccc(NC(=O)N2CCCC2C(=O)NCc2ccco2)cc1 (stereo not drawn)
    -1, -6, 1.2, -4, 8, 4, -3, 0
> CC1CCCN(S(=O)(=O)c2ccc(NC(=O)CCN3C(=O)c4ccccc4C3=O)cc2)C1 (stereo not drawn)
    4, 12, -0.5, -3, 1, -16, -5, -4
> C=C(C)c1cccc(C(C)(C)NC(=O)N2CCCC2)c1
    4, -9, 0.5, -2, 14, -5, 5, 11
> CC1(C)Cc2cccc(OCC(=O)OCC(=O)NCc3ccccc3)c2O1
    2, 22, 1.2, -5, -7, 11, -13, -5
> CCCCNC(=O)CSc1nc2n[nH]c(C)c2c(=N)n1-c1cccc(Cl)c1C
    -3, -7, 0.3, 2, -5, -10, 10, 3
> COC(=O)C1(C)CN(S(=O)(=O)c2ccc(C)cc2)c2cc(OC)ccc2C1=O (stereo not drawn)
    34, -2, 0.8, 0, 11, 24, 26, 7
> C=CCOC(=O)C1=C[C@@H](c2coc3ccccc3c2=O)[C@H](CCCO)[C@@H](OCC)O1
    17, -16, -0.5, 0, -3, 7, 27, -5
> CCc1ccc(N2Cc3ccccc3C2)cc1
    27, -87, 4.5, 3, -106, -1, 16, -91
> CC(=O)N(Cc1cc2cc(C)c(C)cc2n2nnnc12)CC1COCCO1 (stereo not drawn)
    8, -9, -1.1, 2, 3, 2, 20, 3
> Cc1sc2ncn(CC(=O)Nc3cccc(S(N)(=O)=O)c3)c(=O)c2c1-c1ccccc1
    6, 18, -2.2, -3, 6, 0, -4, 12
> CC(C)N1CC(O)=C(c2ccccc2)C1=N
    9, 22, -2.0, -3, 2, -10, -4, -4
> Cc1cc(C)c(C(N)=O)c(Nc2ccc(F)cc2)n1
    11, -1, 0.2, -3, -7, -13, -21, 2
> CC1CCN(C2=NC(=O)/C(=C/c3cn(-c4ccccc4)nc3-c3cccc(S(=O)(=O)N(C)C)c3)S2)CC1
    19, 9, 3.1, 2, -26, 8, 18, -35
> Cc1ccc(S(=O)(=O)C2(C(=O)NC3CCCCC3C)CC2)cc1 (stereo not drawn)
    10, 6, -0.6, 0, 5, -2, 3, -24
> Cc1c(Cl)c([N+](=O)[O-])nn1CCCC(=O)Nc1c(C)n(C)n(-c2ccccc2)c1=O
    23, 7, -0.4, -1, -3, -7, 2, -6
> O=C(CN1C(=O)c2ccccc2S1(=O)=O)NCc1c(F)cccc1F
    -1, 5, 2.2, 1, 11, -3, -5, -8
> COc1ccc(-n2nnnc2SCC(=O)NCc2cccs2)cc1
    7, -15, 0.1, 0, 6, 17, 4, 6
> O=C(O)CCNc1nc(C(F)(F)F)nc2ccccc12
    14, 6, -1.4, -5, 9, 0, -4, -5
> COc1cccc(-c2noc(CCC(=O)N3CCN(c4cc(C)ccc4C)CC3)n2)c1
    31, 18, 2.0, 1, -5, 6, 22, .
> Cc1ccc(S(=O)(=O)N2CCN(Cc3ccccc3)CC2)c(C)c1N(C)S(=O)(=O)c1ccccc1
    38, 10, 0.3, -6, 2, 24, 21, -1
> CC(=O)n1cc(C2C(=O)CCCC2=O)c2ccccc21
    8, 17, -0.2, 5, 11, 10, 7, 9
> O=C(NC1CCCC1)C1CCC(=O)N1C1CCCC1 (stereo not drawn)
    -5, 6, -1.5, 1, -18, -8, -17, -7
> Cc1ccc(C)c(S(=O)(=O)N2CCCCC2CCNC(=O)C(=O)NCc2ccco2)c1 (stereo not drawn)
    25, 47, 2.3, -1, 6, 3, 27, 10
> COc1ccc(Br)cc1CN(C)C(=O)c1ccccc1OCc1c(C)noc1C
    27, 39, 3.2, -3, 14, -1, 17, 7
> CC(C)(C)C(=O)OCc1nc(-c2ccc(C(F)(F)F)cc2)cs1
    0, -9, 6.8, 2, -19, 19, 21, -21

# Quoted at random: two records from the list
# Each structure is followed by: tim23-1 inh, Mdm2-MdmX inh, CHOP UPR activ, XBP1 UPR activ, 697 NFkB inh, TIM10 inh, tim10-1 inh, Jurkat NFkB inh
> Cc1cc(C)c(C(N)=O)c(Nc2ccc(F)cc2)n1
    11, -1, 0.2, -3, -7, -13, -21, 2
> CCc1ccc(N2Cc3ccccc3C2)cc1
    27, -87, 4.5, 3, -106, -1, 16, -91

# 4 compounds out of the list, ordered by formula weight, low to high.
# Each structure is followed by: tim23-1 inh, Mdm2-MdmX inh, CHOP UPR activ, XBP1 UPR activ, 697 NFkB inh, TIM10 inh, tim10-1 inh, Jurkat NFkB inh
> O=C(NC1CCCC1)C1CCC(=O)N1C1CCCC1 (stereo not drawn)
    -5, 6, -1.5, 1, -18, -8, -17, -7
> CCOc1ccc(NC(=O)N2CCCC2C(=O)NCc2ccco2)cc1 (stereo not drawn)
    -1, -6, 1.2, -4, 8, 4, -3, 0
> COc1cccc(-c2noc(CCC(=O)N3CCN(c4cc(C)ccc4C)CC3)n2)c1
    31, 18, 2.0, 1, -5, 6, 22, .
> Cc1ccc(S(=O)(=O)N2CCN(Cc3ccccc3)CC2)c(C)c1N(C)S(=O)(=O)c1ccccc1
    38, 10, 0.3, -6, 2, 24, 21, -1

# Other records
# Each structure is followed by: tim23-1 inh, Mdm2-MdmX inh, CHOP UPR activ, XBP1 UPR activ, 697 NFkB inh, TIM10 inh, tim10-1 inh, Jurkat NFkB inh
> C=CCNC(=O)c1ccc2c(=O)n(CCCN3CCCC3=O)c(=S)[nH]c2c1
    16, -22, 1.4, -5, 25, 4, -9, -4
> COc1cc(CCC(=O)NCc2ccc(F)cc2)cc(OC)c1OC
    6, -21, -0.8, 0, -9, -3, 3, -14
> Cc1cccc(C)c1OC(=O)CSc1nnc(-c2ccccc2)o1
    9, -12, -0.8, 1, -11, 5, 9, -17
> COc1ccc(C(=O)N/N=C/c2cccc3cccnc23)cc1
    9, 19, 0.7, 3, -7, 9, -44, -1
> O=C(NCc1ccco1)C1CCCN(S(=O)(=O)Cc2ccccc2)C1 (stereo not drawn)
    -2, 20, -0.8, -1, 9, -13, -10, 6
> O=C(CCn1c(=O)oc2ccccc21)NC1=NCCS1
    -8, 13, -1.2, -3, 7, -7, -10, 2
> Cc1cc(C)nc(NS(=O)(=O)c2ccc(NC(=S)NC(=O)CC(C)C)cc2)n1
    6, 10, 1.4, -1, 8, -3, 4, -16
> O=C(CSc1nc2[nH]ncc2c(=O)n1-c1ccccc1)NCCc1ccccc1
    1, 12, 0.5, 1, -2, 4, -3, 6
> CCOC(=O)Cn1nc(-c2ccccc2)c(-c2ccccc2)nc1=O
    21, -30, -0.8, 2, 0, -6, 23, 0
> NC(=O)c1nc[nH]c1C(=O)Nc1cccc(C(F)(F)F)c1
    31, 31, 7.4, 7, 5, 17, 15, -3
> CCOc1ccc(-c2nnn(CC(=O)N3CCCC3)n2)cc1OCC
    1, 10, 0.1, 0, 7, -2, 18, -4
> COc1ccc(CCC(=O)Nc2ccc(C(=O)c3ccncc3)cc2)cc1
    3, 23, 0.1, -5, 9, -2, 2, 3
> O=C(c1ccc(Cn2cc([N+](=O)[O-])cn2)o1)N1CCCCCC1
    4, 16, 0.4, -4, -3, 1, 7, -6
> COc1ccc(NS(=O)(=O)c2ccc3c(c2)NC(=O)CC(=O)N3)cc1OC
    13, 25, 4.3, -8, 11, -3, 16, -2
> CCC(=O)N(Cc1ccco1)c1nc(C(=O)Nc2ccc(Cl)cc2)c(C)s1
    35, 31, -1.0, -3, 8, 44*, 46*, -32
> COc1ccc(OCCSc2nc3ccccc3n2CC(=O)O)cc1
    20, 18, -0.5, 2, 13, 13, 6, 14
> CSc1ccc(CNc2cccc3ccccc23)cc1
    12, 36, 2.5, 3, -55, 20, 19, 20
> O=C(NC1CCCC1)C(c1ccccn1)N(C(=O)c1csnn1)c1ccccc1Br (stereo not drawn)
    20, -11, 2.1, 0, -24, 2, -2, -11
> CC1=C(C(=O)OC2CCCCC2)C(c2cccc([N+](=O)[O-])c2)NC(=O)N1 (stereo not drawn)
    20, 17, 0.9, 3, -6, -5, 6, 10
> Cn1cc(S(=O)(=O)CC(=O)N2CCc3ccccc32)c2ccccc21
    12, 18, -1.7, -1, 3, 0, 18, 0
> O=C(Nc1cccn(Cc2ccccc2Cl)c1=O)NC1CCCCC1
    17, -10, -0.7, 3, 0, 12, 23, 1
> Cc1ccc(NC(=O)COc2nc(C)cs2)cc1
    -16, 7, -0.1, 2, -10, 3, -5, 11
> O=C(Cn1nc(Cl)nc1Cl)c1ccc(F)cc1
    4, 5, 2.3, -3, -8, 3, -9, 0
> Fc1ccc2c(c1)[C@H]1OCC[C@H]1[C@@H](c1ccco1)N2
    5, 3, 0.3, 1, -3, -18, -19, 11
> NC(=O)c1ccc(C(F)(F)F)cn1
    1, 8, 1.1, 3, 13, -15, -9, -5
> O=C1CCC(=O)N1CC(=O)N1c2ccccc2Sc2ccccc21
    6, 24, -0.5, -1, -6, 14, 20, 3
> Cc1cccc(C)c1NC(=S)NC(C)(C)CO
    6, -6, 1.7, -2, -10, 12, -9, 0
> Cc1cc(C(=O)NNC(=O)CCN2CCN(c3ccccc3)CC2)c2ccccc2n1
    -1, 11, -0.7, 0, 0, -7, -20, -13
> O=C(NCC(=O)N(c1cccnc1)C(C(=O)NCc1ccco1)c1ccccc1)c1ccco1 (stereo not drawn)
    11, -8, -1.2, 0, 0, -2, -11, -1
> O=C(CCCC(=O)N(CC(=O)NC1CCCCC1)Cc1ccc2c(c1)OCO2)Nc1ccccn1
    17, 9, -3.7, 1, -12, 8, 17, 7
> O=C(COC(=O)[C@@H]1CC(O)CN1S(=O)(=O)c1ccc([N+](=O)[O-])cc1)NC12CC3CC(CC(C3)C1)C2 (stereo partly drawn)
    1, -4, 1.1, -4, 9, 2, 17, -2

# Molecules shown so far with a thiophene ring, fused or not:
# Each structure is followed by: tim23-1 inh, Mdm2-MdmX inh, CHOP UPR activ, XBP1 UPR activ, 697 NFkB inh, TIM10 inh, tim10-1 inh, Jurkat NFkB inh
> Cc1sc2ncn(CC(=O)Nc3cccc(S(N)(=O)=O)c3)c(=O)c2c1-c1ccccc1
    6, 18, -2.2, -3, 6, 0, -4, 12
> COc1ccc(-n2nnnc2SCC(=O)NCc2cccs2)cc1
    7, -15, 0.1, 0, 6, 17, 4, 6
